PglD inh – inhibitors of Campylobacter jejuni PglD acetyltransferase; purified PglD enzyme, DTNB colorimetric CoA detection; inhibition, % at 12.5 µM; actives 0.098% (n = 360,000); AID 602405; in the data active = inhibition above about 16%, passing the limit was not always enough; inconclusive = no clear call, values can overlap the other calls; also: strong numbers were not always called active
PGC1a acetyl inh – lowers PGC1a acetylation signal in U2OS cells; AlphaScreen anti-acetyl-lysine; with virally co-expressed GCN5 acetyltransferase; inhibition, % at 15.6 µM; actives 0.17% (n = 350,000); AID 651687;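 active = every replicate shows inhibition of at least 40%; inconclusive = mean inhibition at least 40% but some replicate below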;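 also: 0% = neutral control wells and 100% = positive control wells; some results beyond the cut were filed as inactive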
FN deposit inh – fibronectin deposition inhibition; actives 0.086% (n = 350,000); inhibition, % at 12.6 µM; AH1F fibroblasts, Alexa488-fibronectin deposition fluorescence, overnight; AID 743247;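 active = mean inhibition across replicates of 30% or more, regardless of how many single replicates reach that level; inconclusive = mean under 30% yet at least half of replicates reach 30%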;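 also: positive control wells lacked labelled fibronectin entirely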
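Material: AH1F fibroblast monolayer depositing Alexa488-labelled fibronectin into matrix | Input: 10000 AH1F cells/well | Medium: DMEM plus 2% serum, read in PBS | Reagent: Alexa488-fibronectin, 24 nM final in well | Compound dosing: One dose per compound, pinned | Schedule: 1 h adhesion, overnight exposure | Measured by: Fluorescence at 485 nm excitation, 525 nm emission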
PAX8 reporter – inhibitors of PAX8 transcriptional activity in RMG-I cells; actives 1.2% (n = 360,000); inhibition, % at 12.6 µM; RMG-I TPO-luciferase reporter, SteadyGlo, 24 h;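 active = mean replicate inhibition at least 60% with every replicate also reaching 60%; inconclusive = only one of the two criteria is met; inactive = mean below 60% and not all replicates reaching 60%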;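 also: luciferase light reporting Pax8 driven TPO promoter activity; plate controls were median of neutral control wells for no effect and mitoxantrone controls for full effect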
EWS-Fli inh – inhibitors of EWS/Fli oncoprotein transcriptional activity; A673 NR0B1-luciferase reporter, viability-normalised; inhibition, % at 12.6 µM; actives 0.67% (n = 350,000);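 active = mean inhibition of at least 50% after viability correction, with every replicate also passing that limit; inconclusive = mean reaches 50% but only one of two replicates passes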;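 also: firefly luciferase signal divided by Alamar Blue viability fluorescence both relative to DMSO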
ERAP1 inh – ERAP1 (human) enzyme inhibition. actives 0.15% (n = 340,000). recombinant ERAP1, Leu-AMC fluorescence, 60 min. Q9NZ08. AID 652197. inhibition, % at 10.7 µM;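 active = mean replicate inhibition of at least 30%, or all replicates individually reaching that 30% level; inactive = mean below 30% and not every replicate reaching it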;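 also: 0% = neutral control wells and 100% = L-leucinethiol positive control wells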
Target sequence (Q9NZ08 whole entry, looked up): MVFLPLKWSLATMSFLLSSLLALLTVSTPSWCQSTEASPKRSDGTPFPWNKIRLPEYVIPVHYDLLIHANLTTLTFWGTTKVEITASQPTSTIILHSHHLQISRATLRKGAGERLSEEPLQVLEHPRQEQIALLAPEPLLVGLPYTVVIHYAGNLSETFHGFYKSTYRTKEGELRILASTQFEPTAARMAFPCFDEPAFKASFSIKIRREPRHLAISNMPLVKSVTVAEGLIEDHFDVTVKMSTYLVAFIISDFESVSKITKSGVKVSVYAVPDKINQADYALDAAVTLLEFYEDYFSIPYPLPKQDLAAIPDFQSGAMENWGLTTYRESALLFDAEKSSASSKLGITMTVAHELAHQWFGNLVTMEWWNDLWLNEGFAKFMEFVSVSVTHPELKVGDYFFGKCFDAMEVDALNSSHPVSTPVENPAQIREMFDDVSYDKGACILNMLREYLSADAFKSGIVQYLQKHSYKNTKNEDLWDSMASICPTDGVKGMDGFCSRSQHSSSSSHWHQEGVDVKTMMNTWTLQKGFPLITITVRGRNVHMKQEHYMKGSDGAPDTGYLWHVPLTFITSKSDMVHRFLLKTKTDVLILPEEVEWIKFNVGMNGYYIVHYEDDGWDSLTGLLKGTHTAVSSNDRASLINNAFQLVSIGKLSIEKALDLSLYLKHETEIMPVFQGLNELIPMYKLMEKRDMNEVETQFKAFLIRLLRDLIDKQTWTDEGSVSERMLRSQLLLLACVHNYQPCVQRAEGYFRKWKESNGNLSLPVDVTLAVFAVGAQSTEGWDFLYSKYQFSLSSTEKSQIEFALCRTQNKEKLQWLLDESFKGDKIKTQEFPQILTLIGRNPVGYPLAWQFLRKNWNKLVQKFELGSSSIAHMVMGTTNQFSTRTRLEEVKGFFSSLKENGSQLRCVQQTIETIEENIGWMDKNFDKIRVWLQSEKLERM
LGR2 antag – inhibitors of bursicon-induced Drosophila LGR2 receptor cAMP signaling | actives 0.35% (n = 380,000) | inhibition, % at 9.99 µM | HEK293 LGR2, CRE-luciferase, bursicon-stimulated, 4 h;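 active = drop in luminescence signal, shown as inhibition above about 50% in the replicate tests, limit read from the data, passing the limit was not always enough; inconclusive = probably only some replicates passing the limit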;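 also: agonist challenge used bursicon conditioned medium at about half maximal strength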
S100A4 inh HTS – S100A4-myosin IIA interaction inhibition; P26447; S100A4/TAMRA-MyoIIA peptide fluorescence polarization; inhibition, % at 10.7 µM; actives 0.14% (n = 360,000);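 active = mean inhibition of at least 70% across replicates, with every replicate also reaching that level; inconclusive = mean inhibition reaches 70% but some replicates fall short; inactive = mean inhibition below 70%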
Target sequence (P26447 whole entry, looked up): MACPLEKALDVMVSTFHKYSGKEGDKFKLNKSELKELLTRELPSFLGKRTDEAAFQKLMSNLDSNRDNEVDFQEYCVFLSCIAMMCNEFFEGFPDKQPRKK
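Test system: S100A4 monomer protein; Medium: HEPES pH 7.2 with CaCl2, KCl, NaCl, DTT, Triton; Probe or stimulus: TAMRA-labelled myosin IIA heavy-chain peptide probe, 5 nM; Doses: one dose per compound; Times: polarization read 5 min after assay mix addition, stable 5–60 min; Benchmarks: neutral control DMSO, positive control TFP.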
* hit, by the source's call; ? = inconclusive; / = no result given. No enrichment for hits. About 2.1% of those tested had a hit in this group.

SMILES	PglD inh	PGC1a acetyl inh	FN deposit inh	PAX8 reporter	EWS-Fli inh	ERAP1 inh	LGR2 antag	S100A4 inh HTS
COCCCN(C(=O)CCSc1ccc(F)cc1)c1c(N)n(Cc2ccccc2)c(=O)[nH]c1=O	/	/	-2	-8	5	2	3	0
CCCN(C)C[C@@H]1Oc2ncc(-c3cccc(C(=O)N(C)C)c3)cc2C(=O)N([C@@H](C)CO)C[C@@H]1C	-4	-5	4	/	-8	2	4	-10
O=C(NCc1ccco1)C1CC(=O)N(c2ccc(Cl)cc2)C1 (stereo unspecified)	/	/	10	-2	9	1	-41	-18
Cc1ccc(OCC(=O)Nc2cc(NC(=O)COc3ccc(C)cc3)cc(C(=O)O)c2)cc1	-3	-1	4	-1	8	1	/	5
Cc1cccc2cc(CN(CC3CCCO3)C(=S)NCc3ccco3)c(=O)[nH]c12 (stereo unspecified)	-7	-4	/	-3	/	/	-19	/
CC(C)c1cc(O)c(-c2ccccc2)c(=O)n1-c1ccc(Cl)cc1	-1	8	2	-51	32	/	/	5
COc1ccc(C)cc1NC(=O)CN1C(=O)CSc2ccc(S(=O)(=O)N3CCCC3)cc21	0	-6	9	6	/	-4	11	-8
Cc1cc(C)cc(NC(=S)NCc2ccc(S(N)(=O)=O)cc2)c1	7	20	-5	-6	5	2	-16	-2
O=C(CCSC1=NCCCN1)c1ccc(F)cc1	/	-2	11	16	4	1	-15	5
O=C1c2cccc3cccc(c23)C(=O)N1CCN1CCN(C(=S)Nc2ccc(Cl)cc2)CC1	-4	5	2	25	8	-3	-6	3
Cc1cc2cc(CNC(=O)c3cccc([N+](=O)[O-])c3)ccc2n1C	-6	14	2	10	-20	-1	-2	?
C[C@@H]1CN([C@@H](C)CO)C(=O)c2cc(C#CCN(C)C)cnc2O[C@H]1CN(C)C(=O)Cc1ccncc1	-3	5	/	-14	-6	0	18	-11
CCN(Cc1cn2cccnc2n1)C1CCCCC1	-6	-16	-6	-7	3	1	17	9
CCCC(=O)Nc1ccc2c(c1)OC[C@@H](C)N(Cc1cccc(F)c1)C[C@@H](C)[C@@H](OC)CN(C)C2=O	0	-5	8	15	0	0	2	2
C[C@H]1CCCCO[C@@H](CN(C)C(=O)Nc2ccc(C(F)(F)F)cc2)[C@@H](C)CN([C@@H](C)CO)C(=O)c2cc(NC(=O)C3CCCCC3)ccc2O1	-1	13	/	32	10	1	-2	-8
C[C@H](O)[C@@H]1C(=O)N2CCc3c([nH]c4c(-c5ccc6c(c5)OCO6)cccc34)[C@@H]2C[C@@H]1N(C)C(=O)Nc1ccccc1	/	/	-14	15	3	2	4	-3
CC1C(=O)N2CCCc3cc(S(=O)(=O)NCc4ccc(Cl)cc4)cc1c32 (stereo unspecified)	1	-1	0	-2	8	-2	2	2
COc1ccc(NC(=O)c2cccc(OC(F)F)c2)cc1Cl	-1	-2	-9	/	/	/	-74	/
CC(=NNC(=S)N1CCCCCC1)c1ccccn1	/	2	-7	-16	-8	3	-28	9
C=C(C)CNC(=S)N=Nc1c(O)[nH]c2ccc([N+](=O)[O-])cc12	/	/	9	32	31	0	34	2
C[C@@H]1CN([C@H](C)CO)C(=O)c2cc(-c3cccc(F)c3)cnc2O[C@H]1CN(C)C(=O)C1CCOCC1	-9	2	/	2	-10	1	-3	-21
Cc1ccccc1NC(=O)C1CCCN(C(=O)NCc2ccccc2)C1 (stereo unspecified)	0	10	-1	-107	0	-2	-21	2
Cc1cn(CC(=O)N(C)Cc2ccco2)c(=O)[nH]c1=O	1	/	0	-8	-8	8	11	0
OC(CSc1ccc(F)cc1)CN1CCN(c2ccccc2)CC1 (stereo unspecified)	/	-8	-4	-7	-16	-1	-53	-2
O=C(Cc1cccnc1)N1CC2(C1)[C@H](c1ccccc1)[C@@H](CO)N2C(=O)C1CCOCC1	/	19	-1	-7	-1	/	15	/
SMILES	PglD inh	PGC1a acetyl inh	FN deposit inh	PAX8 reporter	EWS-Fli inh	ERAP1 inh	LGR2 antag	S100A4 inh HTS
CC(=O)N1CCCCN2[C@H](CO)[C@H](c3ccc(Br)cc3)[C@H]2C1	2	-1	/	-19	-6	0	0	5
CCOC(=O)N/N=C(\C)c1ccc(OC(F)F)cc1OC(F)F	/	/	13	-17	11	-5	-11	0
COc1ccc(-c2nc(NC(=O)c3ccc(OCC(=O)Nc4ccc(F)cc4)c(OC)c3)sc2C)cc1	-13	-6	-5	0	/	/	4	/
O=[N+]([O-])c1ccccc1S(=O)(=O)NC1CC2CCC1C2 (stereo unspecified)	-4	/	-1	0	15	0	/	0
CO[C@H]1CN(C)C(=O)c2cc(NC(=O)C3CCOCC3)ccc2OC[C@H](C)N(Cc2nccs2)C[C@@H]1C	3	-4	-5	-7	-4	2	5	-2
O=C(NC(=S)Nc1ccc(N2CCCC2)cc1)c1ccccc1[N+](=O)[O-]	1	12	11	-65	-1	1	/	-1
CC(C)CCNC(=O)NC(=O)COC(=O)C1CCN(S(=O)(=O)c2ccccc2F)CC1	2	11	7	14	/	/	-1	/
CCc1noc(C)c1C(=O)Nc1nc(-c2cc(C)ccc2C)c(C)s1	4	-19	-2	9	/	/	/	/
COCC#Cc1cnc2c(c1)C(=O)N([C@H](C)CO)C[C@H](C)[C@@H](CN(C)C(=O)C1CCCCC1)O2	-3	-5	/	-2	-1	-2	14	-1
COC(=O)c1ccccc1NC(=O)NC1CC1	/	/	2	-1	1	1	13	-8
O=C(CCN1CCCCC1)NCC[C@@H]1CC[C@H](NC(=O)C2CCCC2)[C@@H](CO)O1	2	15	/	-5	-3	-1	-7	40
CC(NC(=O)COc1cc(=O)n(C)c2ccccc12)c1ccc2c(c1)OCCO2 (stereo unspecified)	0	4	1	1	/	/	/	/
Cc1ccccc1C(=O)NC1CCN(Cc2nnnn2C(C)(C)C)CC1	-3	/	5	4	4	1	/	4
CCCCOc1cccc(/C=C(\C#N)C(=O)NC2CC2)c1	-2	1	0	/	0	-5	-18	-4
CCCNC(=O)Nc1ccc2c(c1)C(=O)N(C)C[C@H](OC)[C@H](C)CN(C)[C@H](C)CO2	0	-1	-5	/	-4	3	-7	1
Cc1cc(C)c2nc(C)cc(Nc3ccc(C(=O)NCCO)cc3)c2c1	-2	12	6	5	7	3	4	-3
CC(=O)NS(=O)(=O)c1ccc(NC(=O)CC(C)c2ccccc2)cc1 (stereo unspecified)	/	10	1	-12	1	-2	12	-2
COc1ccc(NC(=O)N(C)C[C@H]2Oc3ccc(NC(=O)CCC(F)(F)F)cc3CC(=O)N([C@H](C)CO)C[C@H]2C)cc1	-2	3	2	1	-2	1	13	1
C[C@H]1CN([C@@H](C)CO)C(=O)Cc2cc(NS(=O)(=O)c3cn(C)cn3)ccc2O[C@H]1CN(C)CC1CCCCC1	/	5	/	-9	-14	/	1	/
CCOc1ccc(C(=O)/C=C/c2cc(OC)c(OC)c(OC)c2)cc1	3	18	7	51	48	3	43	-5
CC(=O)c1c(C)[nH]c(C(=O)OCC(=O)N2CCc3ccccc3C2)c1C	-3	-2	3	24	6	3	-14	-2
C=CCNC(=O)CN1C(=O)c2cccc3cccc1c23	-3	/	1	16	3	9	-6	-4
CCOC(=O)c1c(C)[nH]c(C(=O)N/N=C/c2ccc(OC)c(OC)c2)c1C	2	6	6	16	48	-1	-8	-2
Cn1c(SCc2ccccc2)nc(C(F)(F)F)cc1=O	/	/	-5	-6	13	6	2	5
COc1ccc(CSc2nc(C)cc(C)c2C#N)cc1	7	-7	-4	17	-3	/	2	0
SMILES	PglD inh	PGC1a acetyl inh	FN deposit inh	PAX8 reporter	EWS-Fli inh	ERAP1 inh	LGR2 antag	S100A4 inh HTS
CN(Cc1ccccc1)C(=O)c1[nH]cnc1C(=O)Nc1ccccc1	-1	/	1	-52	-28	-2	-67	-3
Cc1cccc(N2CCN(C(=O)c3ccc4nc[nH]c4c3)CC2)c1C	4	/	1	27	-8	-8	33	1
CC(=O)c1cccc(OCc2cc(C(=O)N3CC4C[C@@H]5CC3C[C@H](C4)C5)no2)c1	0	/	0	1	-7	1	-6	-3
CN(C)C1CN(Cc2cn(Cc3cccc(Cl)c3)nn2)S(=O)(=O)C1 (stereo unspecified)	/	/	-10	-23	2	-3	-3	-1
CN(C)C(=O)C[C@H]1C=C[C@@H](NC(=O)NC2CCCCC2)[C@@H](CO)O1	-5	3	/	2	2	-4	-19	-3
Cc1ccc(-n2c(CNc3ccc(F)cc3)nnc2SCC(=O)NCc2ccco2)cc1	-1	-2	-3	5	/	/	/	/
O=C(Nc1ncn[nH]1)c1ccccc1Br	-5	5	3	-2	-1	-3	1	-1
O=C1c2ccccc2C(O)(c2ccccc2)N1c1ccc([N+](=O)[O-])cc1Cl (stereo unspecified)	5	13	-6	-8	3	-1	3	-5
CC(C)(C)OC(=O)N1CCCN(C(c2ccnc3ccccc23)c2nnnn2-c2ccc3c(c2)OCCO3)CC1 (stereo unspecified)	/	/	-3	1	23	3	-4	0
Cc1ccc(S(=O)(=O)NC(=O)C2(C)CCN2C(=O)C2(c3ccc(Cl)cc3)CC2)nc1 (stereo unspecified)	0	-2	-3	/	-21	1	14	-8
C[C@H](CO)N1C[C@H](C)[C@H](CN(C)Cc2ccc(Cl)c(Cl)c2)Oc2ccc(NC(=O)NC3CCCCC3)cc2C1=O	-2	-4	-3	/	1	0	20	1
C[C@@H](O)C#Cc1cnc2c(c1)C(=O)N([C@@H](C)CO)C[C@H](C)[C@H](CN(C)C(=O)CN(C)C)O2	-1	-1	-2	/	-8	-2	1	-42
Cc1ccc(NC(=O)C(=O)NCC2CCCO2)cc1C (stereo unspecified)	/	5	-4	-156	-95	1	-67	-66
CC1(C)Oc2ccc3ccc(=O)oc3c2[C@@H](O)[C@H]1O	3	6	9	-5	-7	3	-5	15
CCc1nc2ccccc2c(C(=O)OCC(=O)N(CC(C)C)c2c(N)n(Cc3ccccc3)c(=O)[nH]c2=O)c1C	1	/	-4	33	6	-2	-6	-6
C#CCN(C[C@@H]1[C@@H](OC(=O)NC2CC2)[C@@H](OC(=O)NC2CC2)Cn2c(=O)ccc(=O)n21)S(=O)(=O)c1ccc(C)cc1	-5	4	4	32	19	-1	-16	-4
CCn1c2ccccc2c2cc(NC(=O)C(C)OC(=O)c3ccc(NC(=O)CC#N)cc3)ccc21 (stereo unspecified)	2	16	4	5	7	3	-3	3
CNC(=S)/N=C(/Nc1ccccc1)c1ccccc1	/	2	9	-2	-10	11	-16	-2
CN(C)C(=O)C[C@H]1CC[C@H]2[C@@H](COC[C@H](O)CN2C(=O)C2CCOCC2)O1	1	3	1	-19	-3	1	-2	-57

Part of the list above, with bars between the fields.
SMILES | PglD inh | PGC1a acetyl inh | FN deposit inh | PAX8 reporter | EWS-Fli inh | ERAP1 inh | LGR2 antag | S100A4 inh HTS
CC(=O)c1c(C)[nH]c(C(=O)OCC(=O)N2CCc3ccccc3C2)c1C | -3 | -2 | 3 | 24 | 6 | 3 | -14 | -2
CC(C)(C)OC(=O)N1CCCN(C(c2ccnc3ccccc23)c2nnnn2-c2ccc3c(c2)OCCO3)CC1 (stereo unspecified) | / | / | -3 | 1 | 23 | 3 | -4 | 0
O=C(Nc1ncn[nH]1)c1ccccc1Br | -5 | 5 | 3 | -2 | -1 | -3 | 1 | -1
O=C(NC(=S)Nc1ccc(N2CCCC2)cc1)c1ccccc1[N+](=O)[O-] | 1 | 12 | 11 | -65 | -1 | 1 | / | -1

Bioassay records as filed in PubChem.
